From PubChem
MITF inh: MITF inhibitors, primary screen, biochemical, AlphaScreen, human | Microphthalmia-associated transcription factor (Homo sapiens), O75030 | AID 1259374, 2018 | actives 0.91% (n = 650,000) | inhibition, % at 2.6 µM | AlphaScreen MITF homodimerization, bead proximity signal; in the data active = inhibition above about 50%;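 also: 0% = vehicle wells with protein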
Target sequence (O75030 whole entry, looked up): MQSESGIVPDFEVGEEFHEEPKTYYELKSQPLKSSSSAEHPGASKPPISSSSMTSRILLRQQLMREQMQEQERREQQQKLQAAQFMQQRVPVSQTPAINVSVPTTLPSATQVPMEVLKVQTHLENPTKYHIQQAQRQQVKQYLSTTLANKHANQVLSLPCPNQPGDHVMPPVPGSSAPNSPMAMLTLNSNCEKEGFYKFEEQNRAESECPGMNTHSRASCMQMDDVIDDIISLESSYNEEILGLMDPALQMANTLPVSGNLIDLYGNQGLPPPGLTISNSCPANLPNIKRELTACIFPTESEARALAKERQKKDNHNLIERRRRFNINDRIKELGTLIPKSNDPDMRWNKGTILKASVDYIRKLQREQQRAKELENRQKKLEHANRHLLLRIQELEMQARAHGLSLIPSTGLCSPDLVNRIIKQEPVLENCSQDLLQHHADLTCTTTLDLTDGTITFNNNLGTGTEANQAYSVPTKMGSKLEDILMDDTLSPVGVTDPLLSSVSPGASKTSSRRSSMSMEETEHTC
GPR151 ag: activators of human GPR151, primary screen, cell-based, PathHunter beta-arrestin, luminescence | actives 1% (n = 650,000) | activation, % at 11.2 µM | G-protein coupled receptor 151 (Homo sapiens), Q8TDV0 | AID 1508602, 2020 | PathHunter beta-arrestin GPR151 cells; in the data active = activation above about 4.9%;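 also: 0% = median of compound wells and 100% = cells with positive control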
Target sequence (Q8TDV0 whole entry, looked up): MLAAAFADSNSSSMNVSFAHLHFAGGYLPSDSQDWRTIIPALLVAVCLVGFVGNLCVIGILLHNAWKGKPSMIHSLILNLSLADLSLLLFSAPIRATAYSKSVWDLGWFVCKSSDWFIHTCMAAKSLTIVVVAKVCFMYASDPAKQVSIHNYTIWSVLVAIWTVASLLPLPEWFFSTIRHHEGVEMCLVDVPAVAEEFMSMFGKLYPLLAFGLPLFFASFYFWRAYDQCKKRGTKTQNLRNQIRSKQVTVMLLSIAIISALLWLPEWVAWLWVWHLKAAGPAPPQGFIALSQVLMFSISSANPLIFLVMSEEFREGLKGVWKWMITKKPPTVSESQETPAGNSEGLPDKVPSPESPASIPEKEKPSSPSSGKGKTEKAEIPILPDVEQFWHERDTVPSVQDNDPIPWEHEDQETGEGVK
FBW7 activator: FBW7 E3 ligase activators, primary screen, biochemical, AlphaScreen, human | AlphaScreen FBW7–phospho-cyclin E peptide binding, activator screen | normalized activity (activation), % at 26.1 µM | actives 0.13% (n = 650,000) | AID 1259310, 2017; in the data active = normalized activity above about 1.9%;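 also: purified mutant Fbw7 with reduced substrate affinity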
TEAD-YAP block: TEAD-YAP interaction inhibition, primary screen, TEAD-YAP interaction inhibitor project, luminescence, HEK-TIYL cells. TEAD-Gal4/YAP UAS-luciferase luminescence. inhibition, % at 9.12 µM. actives 1.4% (n = 640,000); in the data active = inhibition above about 32%;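 also: 0% = median of test compound wells and 100% = reference inhibitor wells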
* hit, by the source's call. This is a random part of the collection. About 3.5% of those tested had a hit in this group.

Values run as follows: MITF inh | GPR151 ag | FBW7 activator | TEAD-YAP block
1: O=C(CNC1CCCC1)Nc1ccc(N2CCCC2)cc1
  6.9 | 0.5 | -0.1 | -12.8
2: O=C(Nc1nccs1)C1CCCN1C(=O)Oc1ccccc1 (configuration not stated)
  -0.3 | 0.4 | 0.0 | 0.6
3: Cc1cc(C(=O)NCc2ccccc2Br)cs1
  -8.6 | -1.8 | 0.0 | -6.5
4: CC1CC(C)CN(S(=O)(=O)c2ccc(F)c(C(=O)Nc3ccc(C(F)(F)F)cc3)c2)C1 (configuration not stated)
  -5.7 | 0.5 | 0.7 | -1.8
5: CCOC(=O)c1sc(NCC2CCCO2)nc1C (configuration not stated)
  -6.0 | 1.6 | -0.2 | -18.8
6: O=C(Nc1ccc2nc3n(c(=O)c2c1)CCCCC3)C(=O)N1CCN(c2ncccn2)CC1
  10.7 | -0.8 | -0.1 | 2.6
7: CCc1ccc(NC(=O)CCN2C(=O)c3ccccc3C2=O)cc1
  2.8 | 0.5 | 0.2 | -0.5
8: Cc1csc2nc(CSc3nc4ccccc4o3)c(Cl)n12
  1.2 | 0.5 | -0.2 | -87.7
9: O=C(/C=C/c1ccc2c(c1)OCO2)NC1=NCCS1
  -7.5 | -2.3 | 0.1 | -24.0
10: COc1cccc(C(=O)NCC(c2cccn2C)N2CCOCC2)c1 (configuration not stated)
  -18.2 | -1.0 | -0.2 | -20.2
11: N#Cc1ccc(OCc2ccccc2)c(Cl)c1
  -12.3 | -1.3 | -0.1 | -48.0
12: O=P1(Nc2ccccc2)C=C(c2ccccc2)OC(c2ccccc2)=C1
  -3.2 | -0.7 | -0.1 | 3.1
13: N#Cc1cccc(NC(=O)/C=C/c2ccc(S(=O)(=O)N3CCc4ccccc43)cc2)c1
  -0.4 | -1.0 | 0.0 | 7.9
14: Cc1csc(NC(=O)C2CC(O)CN2C(=O)Oc2ccccc2)n1 (configuration not stated)
  8.1 | 0.0 | -0.1 | -1.1
15: COc1ccc(N(C(=O)c2c(F)cccc2Cl)C2C=CS(=O)(=O)C2)c(OC)c1 (configuration not stated)
  -1.4 | 0.1 | 0.1 | 6.7
16: CCOC(=O)c1ccccc1NC(=O)COc1c(C)ccc(C)c1C
  -3.0 | 1.3 | 0.1 | -3.8
17: O=C(CN1CCN(S(=O)(=O)c2ccc(Br)cc2)CC1)Nc1ccccc1C(F)(F)F
  -6.1 | -0.6 | -0.1 | -0.7
18: CC(C(=O)NC(C)(C)C)N(Cc1ccco1)C(=O)C1COc2ccccc2O1 (configuration not stated)
  5.8 | -0.6 | -0.1 | 3.2
19: C=CCNC(=O)NC(=O)COC(=O)/C(C#N)=C/c1ccc(OC)cc1
  -2.6 | 0.7 | -0.2 | -7.1
20: COc1ccc(-n2ncc3c(SCC(N)=O)ncnc32)cc1
  13.7 | -1.5 | 0.5 | -44.6

Reprinted from the part before: 4 entries; new compounds follow.
Values run as follows: MITF inh | GPR151 ag | FBW7 activator | TEAD-YAP block
17: O=C(CN1CCN(S(=O)(=O)c2ccc(Br)cc2)CC1)Nc1ccccc1C(F)(F)F
  -6.1 | -0.6 | -0.1 | -0.7
18: CC(C(=O)NC(C)(C)C)N(Cc1ccco1)C(=O)C1COc2ccccc2O1 (configuration not stated)
  5.8 | -0.6 | -0.1 | 3.2
19: C=CCNC(=O)NC(=O)COC(=O)/C(C#N)=C/c1ccc(OC)cc1
  -2.6 | 0.7 | -0.2 | -7.1
20: COc1ccc(-n2ncc3c(SCC(N)=O)ncnc32)cc1
  13.7 | -1.5 | 0.5 | -44.6
21: Cc1cc2c(cc1C)C(c1ccccc1Cl)CC(=O)N2 (configuration not stated)
  3.8 | -0.6 | -0.1 | 0.7
22: CCN1CCN(C(=O)CN(c2ccc(Cl)cc2)S(=O)(=O)c2ccc(C)cc2)CC1
  3.4 | 0.1 | -0.1 | -6.9
23: Cc1ccccc1Cn1cc(/C=N/n2cnnc2)c2ccccc21
  -17.3 | -1.2 | 0.1 | 11.9
24: Nn1cnnc1N/N=C/c1ccccc1C(F)(F)F
  18.0 | -0.4 | -0.1 | 8.2
25: Cc1ccc(NC(=O)c2cc(S(=O)(=O)NCc3ccc4c(c3)OCO4)ccc2F)cc1C
  11.7 | -1.2 | 0.1 | 4.0
26: CCOc1ccc(-n2cc(-c3ccccc3)c3c(N4CCN(c5ccc([N+](=O)[O-])cc5)CC4)ncnc32)cc1
  0.5 | 1.1 | 0.0 | -3.7
27: COc1ccc(OCCn2cc(/C=C3/C(=N)N4OC(C)=CC4=NC3=O)c3ccccc32)cc1
  17.5 | -0.3 | 0.8 | -7.4
28: N#CC1=C(N)Oc2n[nH]c(-c3cccs3)c2C1c1ccc(Br)s1 (configuration not stated)
  12.1 | 0.6 | -0.7 | 7.8
29: Cc1cnc(C(=O)NCc2c(C)ncc3c2CCN(C(=O)C2=CCCC2)C3)cn1
  11.4 | -0.8 | 0.8 | -1.9
30: COc1cc(C(=O)Nc2nccs2)cc(OC)c1OC
  -12.3 | 1.8 | 0.1 | 28.1
31: CCCOc1ccc(C2Nc3ccccc3C(=O)N2c2ccc(Cl)c(Cl)c2)cc1 (configuration not stated)
  -0.3 | -0.5 | -0.1 | -50.7
32: COc1cc(CNCCN(C)C)ccc1OCc1c(F)cccc1Cl
  6.1 | 0.2 | -0.1 | 6.5
33: CCc1ccc(NC(=O)CSc2nc3ccsc3c(=O)n2CCCCCC(=O)O)cc1
  15.4 | -0.1 | -0.1 | -4.6
34: CCN(Cc1ccccc1)C(=O)C(c1ccccc1)N1Cc2ccccc2C1=O (configuration not stated)
  -9.8 | 0.0 | -0.2 | 22.0
35: CCOC(=O)C1CCN(C(c2cccs2)c2sc3ncnn3c2O)CC1 (configuration not stated)
  -5.5 | 0.5 | -0.3 | 1.2
36: CCOc1ccc(C(=O)NCC(c2ccco2)N2CCN(c3ccc(OC)cc3)CC2)cc1 (configuration not stated)
  -3.0 | 1.2 | -0.1 | 9.2
37: CCOc1ccc(CCN=C2NS(=O)(=O)C(c3ccc(C)cc3)=C2C)cc1OCC
  2.7 | 1.4 | -0.1 | 6.2
38: COc1cc(C(=O)Nc2cnc(NC(=O)c3cccc(F)c3)cc2C)cc(OC)c1OC
  4.2 | -0.2 | -0.1 | -18.2
39: Cc1ccc2cccc(OC(=O)c3ccccc3F)c2n1
  -6.0 | -0.2 | 0.1 | 10.1
40: CC(C)n1cnc2c(Nc3ccccc3)nc(Nc3nccc4ccccc34)nc21
  -2.6 | 1.7 | -0.1 | -28.5
41: CCn1c(=O)c2c3c(sc2n(C)c1=O)CCC3
  -2.4 | 0.0 | 0.0 | 6.4
42: COc1ccc(S(=O)(=O)NCCC(=O)N2CCOCC2)cc1N(C)S(C)(=O)=O
  -6.5 | -1.7 | 0.1 | 4.5
43: COC(=O)c1cccc(NC(=O)COc2ccc(-c3ccccc3)cc2)c1
  3.5 | -1.9 | -0.1 | -9.0
44: Cc1ccc(NC(=O)COC(=O)c2nc(Cl)c(Cl)c(N)c2Cl)cc1
  0.6 | 0.4 | -0.1 | -0.2
45: c1cc(-c2ncc(-c3ccncc3)c(-c3ccncc3)n2)ccn1
  18.6 | -0.8 | 0.1 | -1.1
46: O=C(Nn1cnnc1)c1cc2cc([N+](=O)[O-])ccc2oc1=O
  10.9 | -0.6 | 0.5 | 10.4
47: CCOC(=O)N1CCC(NC(=O)Nc2ccc(C)c(Cl)c2)CC1
  3.2 | 1.4 | -0.3 | -1.3
48: C=CCN1C(=O)C(O)(CC(=O)c2ccc(OC)c(OC)c2)c2ccccc21 (configuration not stated)
  -4.0 | 1.0 | -0.1 | -6.8
49: COc1ccc(OCC(=O)Nc2cccc3c2C(=O)N(c2ccccc2)C3=O)cc1
  5.0 | 0.2 | -0.1 | 7.9
50: CC(=O)Nc1ccc(-c2nnc(SCC(=O)NC3CCCCC3)n2C)cc1
  15.6 | 0.6 | 0.1 | 1.5
51: CCOC(=O)c1c(-c2ccc(Br)cc2)csc1NC(=O)c1ccncc1
  1.3 | -0.4 | -0.3 | -0.7
52: O=C(NCCn1ncc2c(=O)n(Cc3ccc(F)cc3)cnc21)c1cccc(Cl)c1
  3.8 | -0.5 | -0.2 | 0.9
53: CC1(C(=O)OCC(=O)Nc2ccc(C(N)=O)cc2)CC1(Cl)Cl (configuration not stated)
  -8.1 | 2.1 | 0.1 | -7.8
54: CCOC(=O)c1c(NC(=O)Cn2nc([N+](=O)[O-])cc2C)sc(C)c1C
  -1.9 | 0.2 | -0.1 | -8.5
55: N#Cc1ccccc1OCC(=O)N(Cc1ccccc1)C1C=CS(=O)(=O)C1 (configuration not stated)
  3.2 | -1.8 | -0.1 | -1.4
56: O=C(CSc1nc2ccccc2c(=O)n1Cc1ccco1)NCc1ccco1
  18.3 | 0.7 | 0.0 | 0.2
57: Cc1cccc(N2CCN(c3ncnc4c3c(-c3ccccc3)cn4-c3cccc(C(F)(F)F)c3)CC2)c1C
  14.7 | -0.4 | 0.3 | 15.0
58: O=S(=O)(Nc1nccnc1-c1ccc(CO)cc1)c1ccc(C(F)(F)F)cc1
  9.4 | -0.7 | -0.1 | 1.8
59: Cc1ccc(S(=O)(=O)N(CCC(=O)O)Cc2ccccc2F)cc1
  -0.8 | -0.6 | 0.0 | -0.5
60: CCNC(=O)CN(c1cccc(Cl)c1)S(C)(=O)=O
  -11.2 | -0.3 | 0.0 | -7.9

Compound profiles, as listed above.
Cc1csc2nc(CSc3nc4ccccc4o3)c(Cl)n12 as listed: MITF inh = 1.2; GPR151 ag = 0.5; FBW7 activator = -0.2; TEAD-YAP block = -87.7
CC1(C(=O)OCC(=O)Nc2ccc(C(N)=O)cc2)CC1(Cl)Cl (configuration not stated) as listed: MITF inh = -8.1; GPR151 ag = 2.1; FBW7 activator = 0.1; TEAD-YAP block = -7.8
CCOC(=O)c1sc(NCC2CCCO2)nc1C (configuration not stated) as listed: MITF inh = -6.0; GPR151 ag = 1.6; FBW7 activator = -0.2; TEAD-YAP block = -18.8

(further entries)
Values run as follows: MITF inh | GPR151 ag | FBW7 activator | TEAD-YAP block
61: COCCOC(=O)C1=C(C)NC2=C(C(=O)CC(c3ccccc3)C2)C1c1ccc(F)cc1 (configuration not stated)
  -7.2 | -0.9 | 0.0 | 13.2
62: CN(C)S(=O)(=O)NCCNc1ccc(C(F)(F)F)cc1[N+](=O)[O-]
  8.0 | 2.0 | 0.4 | -9.2
63: CCOc1ccccc1NC(=O)C1=C(C)NC(=S)NC1c1ccc(C)cc1 (configuration not stated)
  4.8 | -0.5 | -0.1 | -2.3
64: Cn1c(=O)c2c(nc(OCc3cccnc3)n2Cc2c(F)cccc2Cl)n(C)c1=O
  8.8 | 0.8 | -0.2 | 0.6
65: Cc1ccc(CNC(=O)C2CCCN2S(=O)(=O)c2ccc3c(c2)CCC(=O)N3)cc1 (configuration not stated)
  7.5 | -0.2 | 0.3 | 4.8
66: C=CCc1cc(OC)ccc1OCCOCCC(C(=O)OCC)C(=O)OCC
  -5.0 | 1.1 | 0.3 | 3.0
67: CCCS(CCC)=C(C(N)=O)[N+](=O)[O-]
  11.8 | -1.0 | 0.1 | 3.0
68: Cc1ccc(-c2ccc(=O)n(CCC(=O)N3CCOCC3)n2)cc1
  10.1 | 0.7 | -0.1 | 6.5
69: Cc1nn(C(=O)COc2ccc(F)cc2)c(C)c1Sc1ccc(Br)cc1
  18.8 | -0.5 | 0.1 | 7.3
70: C=C(C)CSc1nc2c(c(=O)[nH]c(=O)n2C)n1CCCCC
  13.1 | -1.0 | 0.9 | 1.9
71: CCOC(=O)c1ccc(NC(=O)c2ccc(C)c(S(=O)(=O)N3CCOCC3)c2)cc1
  2.9 | 1.0 | 0.0 | 36.8*
72: Cc1cc(OCCN2CCNCC2)ccc1C(C)C
  36.3 | 0.4 | -0.3 | -6.3
73: Cc1cnc(CNC2CCN(c3cccc(NC(=O)CCCc4ccccc4)c3)CC2)cn1
  4.8 | -0.5 | -0.1 | 3.9
74: CCOC(=O)c1c(C)oc2ccc(CNC3CCCCC3)c(Cl)c12
  19.3 | -1.2 | 0.2 | 4.6
75: Cc1cc(C)cc(NC(=O)CSc2nnc(CNC(=O)c3c(F)cccc3Cl)o2)c1
  4.5 | 0.7 | 0.2 | -2.4
76: O=C(COc1ccccc1)N1CCC(N2CCN(c3ccccc3F)CC2)CC1
  43.4 | 0.2 | -0.1 | 7.8

Two compounds picked at random from the list so far:
Values run as follows: MITF inh | GPR151 ag | FBW7 activator | TEAD-YAP block
51: CCOC(=O)c1c(-c2ccc(Br)cc2)csc1NC(=O)c1ccncc1
  1.3 | -0.4 | -0.3 | -0.7
41: CCn1c(=O)c2c3c(sc2n(C)c1=O)CCC3
  -2.4 | 0.0 | 0.0 | 6.4
